TRPV1 agonist: HTS Assay for Compounds that Act as Agonists of the Vanilloid Receptor 1 | TRPV1-expressing cells, Fluo-8 calcium influx, agonist mode | activation, % at 8.33 µM | actives 0.19% (n = 320,000) | AID 540275, 2011; in the data active means activation above about 80%; inconclusive means between about 30% and that limit; further: 0% is about no effect
Target sequence (Q8NER1 whole entry, looked up): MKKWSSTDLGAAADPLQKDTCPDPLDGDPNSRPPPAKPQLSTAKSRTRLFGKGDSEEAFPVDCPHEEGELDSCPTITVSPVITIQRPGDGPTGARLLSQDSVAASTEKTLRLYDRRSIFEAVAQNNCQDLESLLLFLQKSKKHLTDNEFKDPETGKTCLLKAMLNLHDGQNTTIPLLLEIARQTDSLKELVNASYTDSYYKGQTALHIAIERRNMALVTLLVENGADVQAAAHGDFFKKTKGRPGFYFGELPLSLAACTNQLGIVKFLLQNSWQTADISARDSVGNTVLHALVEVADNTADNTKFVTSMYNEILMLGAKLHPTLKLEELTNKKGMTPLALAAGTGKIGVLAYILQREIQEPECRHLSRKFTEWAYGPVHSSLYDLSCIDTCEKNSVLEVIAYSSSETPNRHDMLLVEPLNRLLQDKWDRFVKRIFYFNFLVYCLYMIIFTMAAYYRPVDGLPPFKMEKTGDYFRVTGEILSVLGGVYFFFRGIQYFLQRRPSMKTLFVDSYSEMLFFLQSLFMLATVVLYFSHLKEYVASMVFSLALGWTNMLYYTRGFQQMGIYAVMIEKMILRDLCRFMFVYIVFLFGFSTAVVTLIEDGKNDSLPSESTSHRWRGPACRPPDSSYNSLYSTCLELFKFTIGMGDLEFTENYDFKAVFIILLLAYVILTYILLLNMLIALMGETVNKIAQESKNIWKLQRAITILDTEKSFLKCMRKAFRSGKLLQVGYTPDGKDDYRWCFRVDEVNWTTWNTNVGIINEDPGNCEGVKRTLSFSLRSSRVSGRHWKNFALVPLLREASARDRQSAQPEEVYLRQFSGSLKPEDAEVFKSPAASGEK
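TRPV1-expressing cells were cultured overnight at 35.5C and loaded with Fluo-8 calcium dye for 40 to 90 min at room temperature. After a 10 s baseline, compound was added and calcium influx was read kinetically for 3 min (ex 480/em 520 nm).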
TCR act: Activators of T cell receptors: qHTS campaign; primary human leukocytes, anti-CD3, IL-2 HTRF, 48 h; Potency, µM (top dose mostly 9.22 µM), for the others: at the top dose activation of IL-2 secretion, most hits filed as activators; 330,000 tested, under 10 active; further: % of control where 0% means no effect
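HTRF read-out of IL-2 secretion: europium cryptate donor excited at 320nm, d2 acceptor emission at 665nm. Cells were primary human leukocytes incubated 48 hr with compounds and a-CD3 beads, supplying TCR signal only.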
TSHR antag: Antagonists of the Thyroid Stimulating Hormone Receptor: HTS campaign. Thyrotropin receptor (Homo sapiens), P16473. TSHR-expressing cells, TSH-stimulated cAMP HTRF, 2 h; stronger effect = lower value. activity change, negative = inhibition, % at 11.5 µM. actives 0.2% (n = 330,000). AID 504810, 2011;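 active means activity change below a set negative limit, meaning inhibition stronger than a set level, cut at about -70% in these data; inconclusive means activity change between two set negative limits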; further: on the % scale 0 is the no-effect control and ±100 the full control effect
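Read-out is FRET at 665 nm (cryptate excitation 337 nm) from a cryptate-tagged anti-cAMP antibody, competed by cell cAMP against cAMP-d2. Compounds are tested on freshly harvested TSHR cells challenged with 4nM TSH (EC80) for 2 hours at 37 deg C.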
hERG WT inh: qHTS for Inhibitors of KCHN2 3.1: Wildtype qHTS | Voltage-gated inwardly rectifying potassium channel KCNH2 (Homo sapiens), Q12809 | U2OS, BacMam KCNH2, thallium flux FluxOr; stronger effect = lower value | activity change, % at 1.84 µM | actives 0.37% (n = 340,000);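 active means maximum activity change below -70%; inconclusive means maximum activity change between -70% and -50%; inactive means maximum activity change above -50%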; further: on the % scale 0 is the no-effect control and ±100 the full control effect
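U2OS cells transduced with wild-type KCNH2 virus are loaded with FluxOr dye for 45 min, and thallium flux is measured in kinetic reads before and after stimulation buffer. Rate constants are normalized to DMSO controls.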
Eya2 inh: qHTS Assay for Inhibitors of the Phosphatase Activity of Eya2. Protein phosphatase EYA2 (Homo sapiens), O00167. recombinant Eya2, OMFP fluorescence dephosphorylation (OMFP is methylfluorescein phosphate). AID 488837, 2010. actives 0.006% (n = 330,000). Potency, µM (highest dose often 76.9 µM), for inactives: top-dose activity, negative = inhibition, actives largely listed as inhibitors; further: potency means the concentration at half of the fitted maximal effect; on the % scale 0 is the no-effect control and ±100 the full control effect
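Eya2 (0.2 uM) preincubated 10 min at ambient with compound, then OMFP substrate added at 50 uM; 10 min reaction in 50 mM HEPES pH 7.5, 50 mM NaCl, 5 uM MgCl2, 0.05% BSA, 1 mM DTT. Fluorescence read at Ex 485/Em 525 nm.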
USP2a block: qHTS Assay for Inhibitors of Ubiquitin-specific Protease USP2a Using CHOP2 as the Reporter; actives 0.01% (n = 330,000); USP2 core, Ub-CHOP2 coupled fluorogenic reporter, 485/531; Ubiquitin carboxyl-terminal hydrolase 2 (Homo sapiens), O75604; Potency, µM (highest dose often 38.3 µM), for inactives: top-dose activity change, negative = inhibition, actives largely listed as inhibitors; AID 463254, 2010;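 further: potency means the concentration at half of the fitted maximal effect; plate controls were DMSO wells for no effect and full inhibition by NEM control for full effect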
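Deubiquitinase activity read as fluorescence (485/531 nm) after Ub-CHOP2 cleavage activates the enterokinase reporter on its substrate; USP2 core 10nM, Ub-CHOP2 and substrate 25nM each, 30min compound preincubation then 60min RT; data normalized to NEM, curves fitted.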
Mito fusion act: qHTS Assay for Small Molecule Inhibitors of Mitochondrial Division or Activators of Mitochondrial Fusion. Potency, µM (doses to about 46.1 µM), for inactives: at the top dose growth rescue (activation), actives largely listed as activators. actives 0.23% (n = 320,000). S. cerevisiae fusion-defective mutant growth rescue, CellTiterGlo 48 h;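 further: potency means the concentration at half of the fitted maximal effect; % of control where 0% means no effect; nearly all actives have a fitted effect of over 45% in size; temperature-sensitive fusion mutants such as fzo1-1 at 37 °C on non-fermentable ethanol glycerol medium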
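Compounds are tested for their ability to restore growth of mitochondrial fusion-defective yeast strains at non-permissive 37C in YPEG medium over 48 hours. Viability is quantified by luciferase luminescence.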
KCNH2 3.1 inh: qHTS for Inhibitors of KCHN2 3.1: Mutant qHTS; Potassium voltage-gated channel subfamily H member 2, brain isoform KCNH2 3.1 (human); U2OS KCNH2 3.1, thallium flux FluxOr; stronger effect = lower value; activity change, % (tested at about 1.8 µM); actives 0.95% (n = 340,000); AID 720553, 2013;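 active means maximum activity change below -70%; inconclusive means maximum activity change from -70% to -50%; inactive means maximum activity change above -50%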;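 further: thallium influx rate constant from kinetic fluorescence after stimulation buffer; on the % scale 0 is the no-effect control and ±100 the full control effect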
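Thallium flux read-out: FluxOr dye with Red40 quencher in HBSS/HEPES, 45 min at RT. Rate constants from kinetic reads were normalized to positive and negative DMSO controls. Cells: U2OS virally expressing the 3.1 isoform.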
AT treatment: qHTS Assay for Identifying a Potential Treatment of Ataxia-Telangiectasia; […] A-T fibroblasts, KAP-1 phosphorylation AlphaLISA; neocarzinostatin DNA damage 30 min before lysis; Potency, µM (titrated, usually from 57.5 µM), for inactives: at the top dose activation, most hits filed as activators; actives 0.19% (n = 320,000); AID 485349, 2010; further: potency means the concentration at half of the fitted maximal effect; % of control where 0% means no effect; nearly all actives have a fitted effect of over 45% in size
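ATM-like activity read as KAP-1 phosphorylation via AlphaLISA donor/acceptor antibody pairs after lysis and 6 hr at 25C. Cells were ATM-null patient fibroblasts ([…], hTERT), dosed 60 min, then exposed to the DSB inducer NCS for 30 min.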
ELG1 DNA repair: qHTS screen for small molecules that inhibit ELG1-dependent DNA repair in human embryonic kidney (HEK293T) cells expressing luciferase-tagged ELG1; actives 2.3% (n = 330,000); HEK293T ELG1-luciferase reporter, luminescence, 16 h; DNA damage induced by 5-fluorouridine; Potency, µM (top dose mostly 46.1 µM), without a hit: at the top dose activity change, negative = inhibition, actives largely listed as inhibitors; further: potency means the concentration at half of the fitted maximal effect; on the % scale 0 is the no-effect control and ±100 the full control effect; nearly all actives have a fitted effect of over 55% in size
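Overnight (16 hr) co-exposure of 2,000 cells/well to 5-fluorouridine and compound at 37 °C preceded detection. Luciferase was quantified via ONE-Glo luminescence; loss of signal denotes inhibition.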
* hit, by the source's call; u = inconclusive; x = no result given; [ ] = remark or other dose. Unless noted, the call rests on the fitted dose curve; in most records, active means well fitted curve in the direction sought with a large enough effect; inconclusive means small, poorly fitted or top-dose-only effect, or another doubt; inactive means no such curve, though single readings can be large; an effect the other way counts as inactive or inconclusive. These rows are one share of the data, so the mix of outcomes need not match the whole.

SMILES	TRPV1 agonist	TCR act	TSHR antag	hERG WT inh	Eya2 inh	USP2a block	Mito fusion act	KCNH2 3.1 inh	AT treatment	ELG1 DNA repair
COc1ccc(S(=O)(=O)N2CCN(C(=O)c3cc4c(s3)CCC4)CC2)cc1	x	-9%	9	11	0%	-1%	x	15	32%	u
Cc1ccc(CNC(=O)CC(C)S(=O)(=O)c2ccc3c(c2)NC(=O)CO3)cc1 (stereo not drawn)	1	-3%	-1	-3	9%	-4%	0%	-5	10%	-13%
O=C(CSc1nc2ccccc2c(=O)n1CC1CCCO1)NCc1ccccc1 (stereo not drawn)	14	-2%	7	3	-5%	u	2%	7	-3%	4%
O=C1CSC(c2ccccn2)N1c1cccc(Cl)c1 (stereo not drawn)	1	-1%	-3	-3	4%	-1%	-6%	-7	11%	u
COC(=O)c1cccc(NS(C)(=O)=O)c1C	-3	3%	13	5	-2%	1%	1%	1	8%	9%
CCS(=O)(=O)N1CCCC(C(=O)NC2CCCC2)C1 (stereo not drawn)	-1	2%	1	0	8%	1%	0%	6	0%	0%
Cc1ccc([N+](=O)[O-])cc1NC(=O)C(C)N1CCCCC1 (stereo not drawn)	4	4%	-4	5	-1%	2%	2%	11	-1%	11%
COCCCNS(=O)(=O)c1ccc2c3c(cccc13)C(=O)S2	-3	11%[46.1 µM]	5	-132*	-4%	0%	2%	-138*	-4%	u
COc1ccc(C(=O)O/N=C/c2ccc(S(=O)c3ccc(Cl)cc3)nc2)cc1 (stereo not drawn)	0	-1%	5	-6	20%	1%	0%	-14	-10%	24%
Cn1ncc(Cl)c1C(=O)N/N=C/c1cccc(OC2CSC2)c1	u	-1%[46.1 µM]	-2	13	0%	1%	-1%	17	-1%	-13%
CC(C)OC(=O)C1=C(N)N2C(=O)CSC2=C(C(=O)OC(C)C)C1	22	5%	-15	-11	-6%	5%	-1%	4	-9%	0%
C=CCNC(=O)c1ccc2c3n(nc2c1)-c1ccccc1CO3	2	-1%	4	-8	-5%	6%	-38%[inhibitor]	-9	26%	u
Cc1ccc(C)c(C(=O)CN2C(=O)CCC2=O)c1	3	1%	-4	2	-7%	-2%	-5%	0	5%	4%
Cn1nc(CC(=O)Nc2ccc3c(c2)CCC3)c2ccccc2c1=O	3	0%	-34	5	-5%	-1%	-10%	3	-1%	0.52µM*
CCC(CC)NC(=O)CC(c1ccccc1)c1ccccc1	12	2%	6	-5	-1%	3%	4%	-6	-2%	-19%
O=C(c1ccncc1)N1CCN(C(=O)c2cccc3ccccc23)CC1	-3	1%	13	3	8%	1%	1%	-5	-2%	-13%
Cn1cnc([N+](=O)[O-])c1SCC(=O)NN	1	-1%	-1	-11	-12%	-1%	-1%	9	-11%	4%
CCCn1c(=O)[nH]c(=O)c2c1nc(-c1ccccc1OC(F)F)n2CCOC	1	4%	-7	-4	-16%	-1%	0%	3	4%	2%
Cc1cc(C)n2[nH]c(=O)c(N=Nc3ccccc3)c2n1	2	0%	-9	-2	-23%	-3%	-1%	-5	-8%	16%
Cc1cccc(NC(=S)N2CCC(NC(=O)C3CCCCC3)CC2)c1	1	3%	31	12	13%	-1%	-2%	10	0%	1%
CCOC(=O)C1C(c2cccnc2)NC(=O)NC1(O)C(F)(F)F (stereo not drawn)	-1	-4%	5	-18	-11%	2%	2%	5	-12%	8%
O=C(/C=C/c1ccccn1)c1cc(Cl)cc(Cl)c1O	-2	-1%	-8	-33	13%	0%	-2%	-2	4%	0%
CCOC(=O)C(=CNc1cc(C)nn1-c1ccc(C)cc1)C(=O)OCC	u	1%	-7	-29	-28%	4%	9%	14	0%	13µM*
Cc1cc(C)c(NC(=O)C2c3ccccc3Oc3ccccc32)c(C)c1	1	-4%[46.1 µM]	14	4	-10%	6%	2%	-21	-3%	14%
O=C(N/N=C/c1cccnc1)/C(=C\c1cccs1)NC(=O)c1ccccc1	1	2%[46.1 µM]	16	-1	2%	-1%	-2%	-12	3%	-5%
CN(CC(=O)Nc1ccc(Br)cc1)Cc1ccccc1	u	11%	8	-7	-4%	3%	-2%	-2	2%	u
Nc1nc(SCC(=O)NCC2CCCO2)n[nH]1 (stereo not drawn)	1	-1%	x	3	3%	-1%	0%	31	3%	-6%
COc1ccc(CC(=O)OCC(=O)Nc2ccc3c(c2)OCO3)cc1	5	8%	5	-5	-6%	4%	0%	14	12%	-6%
CC(=O)c1c(COC(=O)c2cccc(C)c2)nc2ccccc2[n+]1[O-]	8	2%	-8	-2	-3%	-1%	17%	4	4%	-9%
CC(C)CCc1noc(CN2CCC(CCN3CCCC3=O)CC2)n1	0	0%	-5	-2	1%	2%	-3%	-3	1%	-6%
CC1CCCC(C)N1S(=O)(=O)c1ccc(NC(=O)c2ccccc2C(=O)N2CCOCC2)cc1 (stereo not drawn)	4	-262%	6	2	-24%	-1%	4%	3	2%	7%
Cc1cc(NS(=O)(=O)c2ccc(NC(=O)C(C)Oc3ccccc3Cl)cc2)no1 (stereo not drawn)	2	-4%	-4	-2	4%	1%	-2%	7	4%	5%
Fc1ccc(-c2nnc(-c3ccc(Cl)cc3Cl)o2)cc1	u	-1%[46.1 µM]	-2	2	-22%	-1%	0%	-8	0%	u
Clc1ccccc1CN1CCSCC1	0	4%	10	7	-12%	2%	1%	6	-10%	u
CCC1=Nc2cc(C(=O)NCCN3CCCC3)ccc2Sc2ccccc21	2	-5%	17	18	2%	-1%	0%	35	1%	8%
CCOC(=O)c1cc(-c2ccccc2)nn1Cc1cc(C)no1	-4	-1%	-1	-13	8%	-7%	10%	4	13%	u
COc1ccc(/C=C2/SC(=S)N(CCCC(=O)Nc3ccc(O)cc3)C2=O)cc1OC	-1	12%	-17	11	-16%	4%	0%	1	-2%	u
CCOC(=O)C1CCCN(C2CC(=O)N(c3cccc(C(F)(F)F)c3)C2=O)C1 (stereo not drawn)	6	1%	2	0	-13%	1%	-7%	1	17%	17%
Cc1cc(N2CCCC2)n2nc(C)nc2n1	-4	-1%	14	4	-1%	0%	-2%	0	-14%	-3%
CC(C)CNS(=O)(=O)c1ccc(S(=O)(=O)N2CCN(C3CCCC3)CC2)cc1	1	1%	-6	1	6%	0%	12%	-23	11%	-14%
COc1ccc(C(=O)N2CCCN(C)CC2)c(OC)c1	5	-3%	2	7	14%	0%	2%	8	6%	-18%
CC(=O)c1sc(NC(=O)c2ccc(F)c(F)c2)nc1C	14	1%	-13	-6	-28%	5%	2%	7	-2%	u
CCCCn1c(SCC(=O)Nc2cc(C)on2)nnc1-c1cccnc1	-2	-3%	-2	-4	2%	-1%	2%	-31	3%	-2%
COc1cccc(-c2nc3n(n2)C(c2ccccc2Cl)C(C(N)=O)=C(C)N3)c1 (stereo not drawn)	-2	-2%[46.1 µM]	-2	22	-5%	4%	-2%	6	2%	u
COc1cccc(NC(=O)NC2CC(=O)N(c3ccc4c(c3)OCCO4)C2)c1 (stereo not drawn)	-1	1%	5	-5	-36%	2%	-6%	4	7%	-12%
Cc1cccc(C(C)C)c1NC(=O)c1cc2ccccc2o1	12	x	-16	3	2%	3%	0%	-3	1%	-6%
CN(C(=O)COC(=O)C1CCN(S(=O)(=O)c2ccc(Cl)cc2)CC1)C1CCS(=O)(=O)C1 (stereo not drawn)	x	3%	3	3	4%	-1%	x	-2	0%	1%
COc1ccc(CCN=C(N)NS(=O)(=O)c2ccc(OC)cc2)cc1	-2	3%[46.1 µM]	6	-10	-5%	-1%	-2%	6	5%	u
C=CCOc1ccc(CN(C)CC(=O)Nc2ccccc2[N+](=O)[O-])cc1	3	4%	3	3	-11%	-1%	17%	-23	5%	-4%
O=C(NCc1ccncc1)Nc1cccc(Cl)c1	u	3%	25	-5	-11%	2%	-4%	-6	7%	u
O=C(c1cc2cc(F)ccc2[nH]1)N1CCC(Cc2ccccc2)CC1	10	-2%	-4	12	-3%	0%	3%	6	12%	7%
